Source: PubChem (National Center for Advancing Translational Sciences (NCATS))
Nrf2 block = blocks Nrf2 signaling | A549 ARE-Fluc reporter, luciferase luminescence, 18-24 h | Potency, µM (doses to about 46 µM), for the others: at the top dose activity change, negative = inhibition, actives largely listed as inhibitors | 2.1% of 360,000 active | AID 504444; further: on the % scale 0 is the no-effect control and ±100 the full control effect; nearly all actives have a fitted effect of over 60% in size
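Nrf2 activity is the BugLite luminescence, read 15 min after reagent at room temperature, following CellTiter-Fluor cytotoxicity readout (30 min, 37C). Compound titrations were applied for 18-24 h to 5000 A549 ARE_Fluc cells/well in 5% FBS OPTI-MEM.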
ATXN2 expr inh = ATXN2 expression inhibition. HEK-293 ATXN2-luciferase reporter, luminescence, 24 h. Potency, µM (top dose mostly 57 µM), for the others: at the top dose activity change, negative = inhibition, usual class: inhibitors. 0.72% of 360,000 active. AID 1745845; further: on the % scale 0 is the no-effect control and ±100 the full control effect; nearly all actives have a fitted effect of over 55% in size
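qHTS (up to 57 uM final) was run with 24 h compound exposure of reporter cells at 37 °C. Each well was multiplexed: SteadyGlo luminescence measured ATXN2-luciferase expression after a fluorogenic Gly-Phe-AFC viability readout (25 uM final).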
MCF10A rerep = induces DNA re-replication in MCF 10a normal breast cells; MCF 10A DNA re-replication, Hoechst nuclear intensity, 48 h; Potency, µM (doses to about 46.1 µM), for inactives: top-dose activity, positive = re-replication, hits mostly activators; 2.9% of 350,000 active; further: % of control where 0% means no effect; nearly all actives have a fitted effect of over 50% in size
EPAC2 antagonist = antagonists of human EPAC2; Potency, µM (series often up to 114 µM), inactives show at the highest dose activity, negative = inhibition, hits mostly inhibitors; EPAC2 GEF exchange of Rap1B-BODIPY-GDP, fluorescence; Q8WZA2; 0.18% of 360,000 active; further: on the % scale 0 is the no-effect control and ±100 the full control effect; nearly all actives have a fitted effect of over 45% in size; many of its hits are not listed in these tables
Target sequence (Q8WZA2 whole entry, looked up): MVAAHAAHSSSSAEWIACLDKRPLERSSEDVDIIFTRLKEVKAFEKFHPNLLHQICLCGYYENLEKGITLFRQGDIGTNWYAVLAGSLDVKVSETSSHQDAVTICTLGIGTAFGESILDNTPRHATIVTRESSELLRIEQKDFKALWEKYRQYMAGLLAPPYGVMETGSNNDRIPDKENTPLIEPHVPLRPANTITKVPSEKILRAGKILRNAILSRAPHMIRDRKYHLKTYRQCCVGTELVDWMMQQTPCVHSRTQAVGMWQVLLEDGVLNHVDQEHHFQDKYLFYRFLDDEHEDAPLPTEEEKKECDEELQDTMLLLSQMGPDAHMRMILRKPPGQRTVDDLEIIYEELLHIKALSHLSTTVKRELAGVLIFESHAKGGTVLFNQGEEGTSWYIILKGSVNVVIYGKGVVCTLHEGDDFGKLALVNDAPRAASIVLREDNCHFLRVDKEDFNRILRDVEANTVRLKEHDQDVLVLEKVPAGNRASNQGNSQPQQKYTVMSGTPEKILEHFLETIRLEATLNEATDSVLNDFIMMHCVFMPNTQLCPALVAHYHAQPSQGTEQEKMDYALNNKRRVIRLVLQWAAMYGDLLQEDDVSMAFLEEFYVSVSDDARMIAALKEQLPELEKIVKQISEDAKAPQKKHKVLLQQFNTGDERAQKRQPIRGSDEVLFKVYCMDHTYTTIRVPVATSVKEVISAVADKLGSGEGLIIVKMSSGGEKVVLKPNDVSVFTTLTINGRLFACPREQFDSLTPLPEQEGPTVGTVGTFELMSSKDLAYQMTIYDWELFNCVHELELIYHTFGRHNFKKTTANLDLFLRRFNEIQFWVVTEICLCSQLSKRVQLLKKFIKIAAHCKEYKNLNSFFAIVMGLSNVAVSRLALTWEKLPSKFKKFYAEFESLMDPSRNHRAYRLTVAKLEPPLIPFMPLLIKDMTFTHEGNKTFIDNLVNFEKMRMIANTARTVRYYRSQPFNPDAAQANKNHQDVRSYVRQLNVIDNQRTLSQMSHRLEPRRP
TGFb inhibitor = TGF-b pathway inhibition. AID 588855. HepG2 CAGA-GFP TGF-b/SMAD3 reporter, GFP fluorescence, 18 h; TGF-beta stimulated, 500 pg/mL final. 1.2% of 410,000 active. Potency, µM (titrated, usually from 46.1 µM), without a hit: at the top dose activity, negative = inhibition, actives largely listed as inhibitors; further: on the % scale 0 is the no-effect control and ±100 the full control effect; nearly all actives have a fitted effect of over 65% in size
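First, reporter cells (HEPG2 CAGA-GFP) rested 2 h at 37 degrees C. Next, compounds were pinned in and TGF-beta added to 500 pg/mL final. After 18 h, GFP was imaged per cell and summed per well.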
HepG2 viability = HepG2 cytotoxicity, counter-screen for TGF-b inhibitors. HepG2 CAGA-GFP viability, ATP luminescence, 18 h. Potency, µM (highest dose often 46.1 µM), inactives show at the highest dose activity change, negative = cytotoxicity, most hits filed as cytotoxic. 0.76% of 410,000 active. AID 588856; further: some results filed as inactive show a strong effect at the top dose
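HepG2 CAGA-GFP cells (1000/well, DMEM with 1% FBS) received compound, then TGF-beta at 500 pg/mL final, and were incubated 18 hours at 37 degrees C. Viability was read by CellTiter-Glo luminescence. Media-only wells were set as complete cell-killing and DMSO as no toxicity.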
Nrf2 ARE act = Nrf2 pathway activation. AID 624171. Potency, µM (highest dose often 46.1 µM), without a hit: top-dose activation, actives largely listed as activators. AREc32 ARE-luciferase reporter (MCF7-derived line), luminescence, 24 h. 0.31% of 410,000 active; further: % of control where 0% means no effect; nearly all actives have a fitted effect of over 65% in size
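For detection, Steady-Glo was added and plates sat 30 min at RT; before that, AREc32_Fluc cells grown overnight in OPTI-MEM/5% FBS had been treated with 23 nL compound for 24 hr at 37 deg C.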
S2 tox = reduces viability in counter-screen for ATXN expression inhibitors; S2 cells (HEK-293 line with an ATXN2-luciferase reporter) viability, CellTiter-Fluor protease fluorescence, 24 h; Potency, µM (doses to about 56.7 µM), usual class: cytotoxic; 0.49% of 400,000 active; AID 651635; further: nearly all actives have a fitted effect of over 40% in size
A549 viability = A549 cytotoxicity, counter-screen for Nrf2 inhibitors; 0.16% of 390,000 active; Potency, µM (highest dose often 46 µM), for inactives: at the top dose activity change, negative = cytotoxicity, usual class: inhibitors; A549 ARE-Fluc cells, CellTiter-Fluor viability, 18-24 h; further: on the % scale 0 is the no-effect control and ±100 the full control effect
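A549 ARE_Fluc cells in 5% FBS OPTI-MEM were exposed to compounds in concentration-response for 18-24 h at 37 deg C. Viability was read by CellTiter-Fluor fluorescence (Ex 405/Em 525) after 30 min, before the luciferase read.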
Numbers without * were called inactive; i = inactive; ? = inconclusive; nt = no result given; [ ] = dose if it differs, or a comment. The call rests on the fitted dose curve; in most records, active means well fitted curve in the direction sought with a large enough effect; inconclusive means small, poorly fitted or top-dose-only effect, or another doubt; inactive means no such curve, though single readings can be large; an effect the other way counts as inactive or inconclusive. Potency means the concentration at half of the fitted maximal effect. Not all compounds are listed; the hit share may differ from the screen's.

Second line of a record: MCF10A rerep, Nrf2 block, Nrf2 ARE act, EPAC2 antagonist, S2 tox, A549 viability, TGFb inhibitor, HepG2 viability, ATXN2 expr inh
(1) Cc1ccc(CCNC(=O)C2CCCN(c3ncnc4c3nc3n4CCCCC3)C2)cc1 (configuration not stated)
 : 3%, 15%, -0.9%, 3%, i, -1%, 13%, 4%, -9%
(2) CC(Oc1ccc(Cl)cc1Cl)c1nc(-c2ccccn2)no1 (configuration not stated)
 : 7%, ?, 0.7%, -2%, i, 6%, 1%, -2%, 52%[activator]
(3) CCOC(=O)[C@]12CCCC=C1N(Cc1ccc3c(c1)OCO3)C(=O)[C@H](CC(=O)NCCCN1CCCC1=O)C2
 : nt, nt, 0.1%, -14%, i, nt, nt, nt, -5%
(4) CN1C2C=C(N(CCc3c[nH]c4ccccc34)C(=O)c3ccc(Cl)cc3)CC1CC2 (configuration not stated)
 : 10%, 1%, 4.7%, 0%, i, ?, ?, -61%, -33%
(5) C=CCSc1nnc(NC(=O)c2ccc3c(c2)OCCO3)s1
 : nt, nt, 0.0%, 7%, ?, nt, 0%, 1%, nt
(6) CCOC(=O)NCc1ccc(Cl)c(Cl)c1
 : 6%, 0%, 0.3%, 8%, ?, -5%, 1%, -2%, -30%
(7) CCN(C(=O)Cn1cnc2onc(-c3ccc(F)cc3)c2c1=O)c1ccc(OC)cc1
 : nt, -1%, 4.4%, nt, i, -12%, ?, -29%, -7%
(8) CCCSc1ncc(Cl)c(C(=O)Nc2nc3ccc(OCC)cc3s2)n1
 : nt, 12%, 2.6%, nt, nt, -2%, nt, 3%, nt
(9) Cc1cccc(NC(=O)C2CCN(S(=O)(=O)c3c(C)[nH]c(=O)[nH]c3=O)CC2)c1
 : 1%, 7%, 0.2%, 1%, ?, 2%, 6%, 11%, 7%
(10) CC(C)OC(=O)N(C)c1ccc(C(O)(C(F)(F)F)C(F)(F)F)cc1
 : -5%, ?, 2.5%, -22%, i, 0%, ?, -40%, 6%
(11) COc1cc(-c2[nH]ncc2CN2CCSCC2)cc(OC)c1OC
 : 5%, -17%, 18%, -2%, i, 1%, -26%, -9%, 38%
(12) Cc1cnc(C(=O)OC(C)C(=O)NC2CCCc3ccccc32)cn1 (configuration not stated)
 : -4%, -10%, 0.0%, 5%, i, 4%, -2%, -7%, -15%
(13) O=[N+]([O-])c1ccc(OCc2cnc(Cl)s2)c([N+](=O)[O-])c1
 : ?, 16%, 6.5%, 6%, i, 2%, 6%, 0%, 23%
(14) Cc1noc(C)c1NC(=O)N(C)C[C@H]1Oc2c(NS(=O)(=O)c3cn(C)cn3)cccc2C(=O)N([C@H](C)CO)C[C@@H]1C
 : 5%, 4%, 0.3%, 6%, i, -1%, -8%, -34%, 7%
(15) Cc1ccc(C(C)C)c(OCCNS(C)(=O)=O)c1
 : -1%, 21%, -0.7%, 3%, i, 6%, 0%, -39%, -1%
(16) CN(C)S(=O)(=O)c1ccc(C(=O)OCc2nnc(-c3ccccc3)o2)cc1
 : 1%, 8%, 2.7%, -6%, i, 1%, -3%, 1%, -13%
(17) O=C(COC(=O)C1=Cc2ccccc2OC1)NCc1ccccc1
 : 6%, -4%, -0.5%, -1%, i, 6%, 20%, 0%, 7%
(18) Cc1cc(SCc2ccccc2F)nc(=O)[nH]1
 : -1%, 6%, -0.2%, 1%, i, -7%, 0%, -2%, nt
(19) Cc1cc(C(=O)Nc2nc3c(s2)CCCC3)no1
 : 0%, -26%, -0.9%, 5%[57.1 µM], i, -9%, -1%, 8%, -35%
(20) Cc1ccc(SCC(=O)OCC(=O)NCc2cccs2)cc1C
 : -7%, 6%, -0.2%, -7%, i, -4%, 17%, 16%, 0%

5 entries out of the list above, ordered by the number in EPAC2 antagonist, highest first.
no.	SMILES	EPAC2 antagonist
14	Cc1noc(C)c1NC(=O)N(C)C[C@H]1Oc2c(NS(=O)(=O)c3cn(C)cn3)cccc2C(=O)N([C@H](C)CO)C[C@@H]1C	6%
9	Cc1cccc(NC(=O)C2CCN(S(=O)(=O)c3c(C)[nH]c(=O)[nH]c3=O)CC2)c1	1%
4	CN1C2C=C(N(CCc3c[nH]c4ccccc34)C(=O)c3ccc(Cl)cc3)CC1CC2 (configuration not stated)	0%
11	COc1cc(-c2[nH]ncc2CN2CCSCC2)cc(OC)c1OC	-2%
3	CCOC(=O)[C@]12CCCC=C1N(Cc1ccc3c(c1)OCO3)C(=O)[C@H](CC(=O)NCCCN1CCCC1=O)C2	-14%

The listing picks up, starting 2 compounds before the break.
Second line of a record: MCF10A rerep, Nrf2 block, Nrf2 ARE act, EPAC2 antagonist, S2 tox, A549 viability, TGFb inhibitor, HepG2 viability, ATXN2 expr inh
(19) Cc1cc(C(=O)Nc2nc3c(s2)CCCC3)no1
 : 0%, -26%, -0.9%, 5%[57.1 µM], i, -9%, -1%, 8%, -35%
(20) Cc1ccc(SCC(=O)OCC(=O)NCc2cccs2)cc1C
 : -7%, 6%, -0.2%, -7%, i, -4%, 17%, 16%, 0%
(21) C=CCn1c(C)nnc1SCC(=O)NC1CCCCC1
 : 1%, 2%, -0.8%, 7%, i, 4%, 1%, -21%, 6%
(22) Cn1cnnc1SCc1ccc(C#N)cc1
 : -2%, nt, 0.4%, 11%, i, -2%, 4%, 10%, 9%
(23) Cc1nn2c(N3CCN(CCO)CC3)c3c(nc2c1-c1ccccc1)CCCC3
 : 12%, -26%, 5.7%, -4%, ?, -8%, ?, -33%, -27%
(24) CCc1ccccc1NC(=O)c1cnc2sc(N3CCCC3)nn2c1=O
 : nt, 24%, 2.5%, nt, nt, 10%, -19%, -5%, nt
(25) COCCCNC(=O)Cn1c(=O)n(-c2cccc(C)c2)c(=O)c2c3c(sc21)CN(C(C)=O)CC3
 : nt, 3%, 1.6%, nt, i, 1%, 18%, 2%, 0%
(26) COc1ccc(/C=N/Nc2ccccn2)cc1OC
 : 0%, 0%, 2.7%, 1%, ?, -8%, -12%, -23%, 50%[activator]
(27) CC(OC(=O)C1CCCCC1)C(=O)Nc1ccc(S(N)(=O)=O)cc1 (configuration not stated)
 : 6%, 4%, -0.3%, -15%, i, -1%, 14%, 1%, nt
(28) COc1ccc(-c2cnc(NCc3cc4c(cc3[N+](=O)[O-])OCO4)n2C)cc1
 : 3%, -10%, 0.7%, 7%, i, -1%, ?, -46%, -24%
(29) Cc1nc(-c2ccccc2)[nH]c(=O)c1Oc1ccc(Cl)cc1Cl
 : 1%, 21µM*, -0.7%, 8%, i, -9%, 1%, -8%, nt
(30) CCN(CC)C(=O)c1sc(NC(=O)c2cccs2)c(C#N)c1C
 : -2%, 0%, -0.4%, 2%, i, -9%, -9%, -17%, -8%
(31) CCOC(=O)Nc1ccc(S(=O)(=O)N(C)C(C)C)cc1
 : -1%, ?, -0.2%, -6%[57.1 µM], i, 3%, -8%, 1%, 17%
(32) CCCN(CC(=O)Nc1ccccc1C)C(=O)c1ccc(C(=O)c2ccccc2)cc1
 : 2%, 4%, -0.1%, -20%, i, 5%, -2%, -15%, -1%
(33) C/C(CCN1CCc2nc(-c3ccccc3)c(-c3ccccc3)cc2C1)=N\OC[C@@H](C)[C@H](OCc1ccccc1)C(C)C
 : ?, 7%, 0.2%, -10%, i, 4%, -13%, -35%, -8%
(34) Cc1cccc(C)c1NC(=O)CCSc1nc(-c2ccc3c(c2)OCO3)cc(C(F)(F)F)n1
 : nt, 0%, -1.0%, nt, i, -7%, 8%, -6%, 2%
(35) CC(=O)Oc1ccc(/C=N\NC(=O)c2cc3c(ccc4ccccc43)o2)cc1
 : 3%, -30%, -0.8%, 4%, i, -13%, 0%, 10%, -8%
(36) COc1ccc(S(=O)(=O)NCC(c2ccc(N(C)C)cc2)N2CCc3ccccc32)cc1F (configuration not stated)
 : nt, nt, 4.9%, nt, i, 1%, -13%, 4%, 8%
(37) O=S(=O)(c1ccccc1)N1CCN(C(=S)NCCCN2CCOCC2)CC1
 : ?, 2%, -0.3%, -13%, i, 11%, -3%, -5%, -3%
(38) CCC(Oc1ccccc1)C(=O)Nc1nc2ccccc2[nH]1 (configuration not stated)
 : ?, ?, 5.7%, -2%, i, 1%, 0%, -43%, 17%
(39) CC(=O)N(c1ccccc1)c1ccccc1[N+](=O)[O-]
 : nt, nt, -0.4%, 6%, i, nt, -3%, 2%, nt
(40) Cc1ccc(NC(=O)C(=O)NCCN2CCN(C(=O)C(c3ccccc3)c3ccccc3)CC2)cc1
 : -12%, -2%, 0.4%, 0%, i, -11%, -2%, 2%, -12%
(41) O=C(Cc1cccc(NC(=O)C2CCN(C(=O)C3CCC3)CC2)c1)Nc1cccc(C(=O)N2CCCC2)c1
 : -3%, 4%, -0.6%, -18%, i, -1%, -4%, -28%, -1%
(42) O=C(Cn1ncc2c3ccccc3n(Cc3ccccc3F)c2c1=O)NCCN1CCOCC1
 : -6%, 5%, -0.8%, -10%, i, -6%, -3%, -5%, nt
(43) Cc1noc(C)c1C(=O)N1CCCC(Nc2ccc(C(C)C)cc2)C1 (configuration not stated)
 : 15%, ?, 0.3%, 13%, i, 3%, -6%, -3%, 1%
(44) CN1CCN(C(=O)/C(=C/c2cn(S(=O)(=O)N(C)C)c3ccccc23)NC(=O)c2ccccc2F)CC1
 : 0%, -1%, -1.2%, -8%, i, 2%, -2%, -11%, nt
(45) Cc1cccc(C(=O)N2CCN(c3ncnc4c3cnn4-c3ccccc3)CC2)c1
 : 15%, 18µM*, 2.8%, -6%, i, -15%, 10%, 3%, -7%
(46) Cc1cc(NC(=O)CSCC(=O)OCC(=O)c2ccc(Br)cc2)no1
 : nt, nt, -0.6%, -4%, i, nt, -11%, -7%, nt
(47) O=S(=O)(O)c1cccc2cccc(Nc3ccccc3)c12
 : 21µM*, 1%, -0.5%, -17%, nt, ?, -5%, 2%, 6%
(48) N#Cc1ccccc1OCC(=O)NNC(=O)CCC1CCCC1
 : -1%, ?, 0.5%, 19%, i, -2%, -8%, -3%, 7%
(49) O=C(CNC(=O)c1ccccc1)c1ccccc1
 : -1%, ?, -3.2%, 17%, i, -12%, -5%, -30%, -11%
(50) O=C(CSc1nc2ccccc2c(=O)[nH]1)Nc1ccc(C(=O)O)cc1
 : 13%, 1%, 0.1%, -3%, i, 0%, -12%, 4%, -17%
(51) CCOC(=O)COc1ccc(CC)cc1C(=O)c1ccn2nc(-c3ccc(F)cc3)cc2n1
 : nt, 1%, -0.1%, nt, i, -4%, 0%, 0%, 2%
